Source: PubChem
NCI-60 one-dose screen, 48 h, at 10 µM unless noted. Numbers give growth in % (100 = growth as untreated, 0 = no growth, -100 = all killed).
HL-60(TB): HL-60(TB) leukemia cells; hit rate 9% among 78,000; active = growth percent below 10
* = called active by the depositor; & = joins results of further samples.

SMILES	HL-60(TB)
Oc1cc2ccccc2cc1O	110
COc1cc2oc(-c3cccc(NC(=O)[C@H](C)NC(=O)[C@H](C)N)c3)cc(=O)c2c(OC)c1OC	88
CC(c1ccccc1)N1C(=O)NC2NC(=S)NC21 (configuration not stated)	104
COc1cc(OC)c2cc(-c3nc(OC)nc(OC)n3)cnc2c1	99
O=C1c2ncccc2/C(=C/c2ccccc2)N1Cc1ccccc1	101
NC(=O)Cn1nc(-c2ccc(Oc3ccc(-c4ccc(=O)n(CC(N)=O)n4)cc3)cc2)ccc1=O	100
CS(=O)(=O)Nc1ccc(OCc2nnc(-c3ccc(Cl)cc3)o2)c(F)c1	115
Cc1ccccc1OCc1ccc(Cl)cc1	97
CCCCCCCNc1ncncc1-c1ccc(C(F)(F)F)cc1	90
O=C(O)/C=C/CCC1SCC2NC(=O)NC21 (configuration not stated)	104
CCOC(=O)C1C(=O)C=C(c2cc(OC)c(OC)c(OC)c2)CC1c1sc(N(C)Cc2ccccc2)nc1Cl (configuration not stated)	80
COc1cc(-c2cc3ccc(O)cc3oc2=O)cc(OC)c1OC	87
Clc1cccc(Cl)c1Nc1ccc2nnc(-c3ccncc3)n2n1	89
O=c1oc(-c2ccc(Cl)cc2)nc2c(-c3ccc(Cl)cc3)nc3ccccc3c12	162
C[C@@H](NC(=O)[C@@H](CC(=O)N1CCC(N2CCCCC2)CC1)N1C(=O)[C@@H](N2C(=O)OC[C@@H]2c2ccccc2)[C@H]1/C=C/c1cccc(Cl)c1)c1ccccc1	66
C1CCC2CN(CCN3CCOCC3)CC2C1 (configuration not stated)	101
O=C1[C@@H]2Cc3c([nH]c4ccccc34)[C@H](c3c(Cl)cccc3Cl)N2C(=O)CN1C1CCN(Cc2ccccc2)CC1	29
Cn1c2ccccc2c2c3c(c4c5ccccc5n(CCCCCC#N)c4c21)C(=O)N(O)C3=O	-22*
CN(C)CCOC(=O)Nc1ccccc1C(F)(F)F	104
CCCC(CC)(CC)CO	110

Already shown: entries from further up.
SMILES	HL-60(TB)
Oc1cc2ccccc2cc1O	110
COc1cc2oc(-c3cccc(NC(=O)[C@H](C)NC(=O)[C@H](C)N)c3)cc(=O)c2c(OC)c1OC	88
CC(c1ccccc1)N1C(=O)NC2NC(=S)NC21 (configuration not stated)	104
COc1cc(OC)c2cc(-c3nc(OC)nc(OC)n3)cnc2c1	99
O=C1c2ncccc2/C(=C/c2ccccc2)N1Cc1ccccc1	101
NC(=O)Cn1nc(-c2ccc(Oc3ccc(-c4ccc(=O)n(CC(N)=O)n4)cc3)cc2)ccc1=O	100
CS(=O)(=O)Nc1ccc(OCc2nnc(-c3ccc(Cl)cc3)o2)c(F)c1	115
Cc1ccccc1OCc1ccc(Cl)cc1	97
CCCCCCCNc1ncncc1-c1ccc(C(F)(F)F)cc1	90
O=C(O)/C=C/CCC1SCC2NC(=O)NC21 (configuration not stated)	104
CCOC(=O)C1C(=O)C=C(c2cc(OC)c(OC)c(OC)c2)CC1c1sc(N(C)Cc2ccccc2)nc1Cl (configuration not stated)	80
COc1cc(-c2cc3ccc(O)cc3oc2=O)cc(OC)c1OC	87
Clc1cccc(Cl)c1Nc1ccc2nnc(-c3ccncc3)n2n1	89
O=c1oc(-c2ccc(Cl)cc2)nc2c(-c3ccc(Cl)cc3)nc3ccccc3c12	162
C[C@@H](NC(=O)[C@@H](CC(=O)N1CCC(N2CCCCC2)CC1)N1C(=O)[C@@H](N2C(=O)OC[C@@H]2c2ccccc2)[C@H]1/C=C/c1cccc(Cl)c1)c1ccccc1	66
C1CCC2CN(CCN3CCOCC3)CC2C1 (configuration not stated)	101
O=C1[C@@H]2Cc3c([nH]c4ccccc34)[C@H](c3c(Cl)cccc3Cl)N2C(=O)CN1C1CCN(Cc2ccccc2)CC1	29
Cn1c2ccccc2c2c3c(c4c5ccccc5n(CCCCCC#N)c4c21)C(=O)N(O)C3=O	-22*
CN(C)CCOC(=O)Nc1ccccc1C(F)(F)F	104

2 entries drawn at random from those above, as already listed:
SMILES	HL-60(TB)
O=C1[C@@H]2Cc3c([nH]c4ccccc34)[C@H](c3c(Cl)cccc3Cl)N2C(=O)CN1C1CCN(Cc2ccccc2)CC1	29
O=C1c2ncccc2/C(=C/c2ccccc2)N1Cc1ccccc1	101

Next part.
SMILES	HL-60(TB)
COc1ccc(OC)c(C(=O)CCCCC(=O)c2cc(OC)ccc2OC)c1	69&62
CN(Cc1cnc2nc(N)nc(N)c2n1)c1ccc(C(=O)NC(CCC(=O)O)C(=O)O)cc1 (configuration not stated)	29
CNCCc1ccc(O)c(O)c1	121
O=C(Cc1ccc(/C=C/C(=O)c2ncc[nH]2)cc1)Nc1ccc(C(F)(F)F)cc1	-5.9*
COc1ccc(/C=C/c2cc(=O)c3c(C)c(Cl)c(C)cc3o2)cc1OC	83
CCc1ccc(NC(=O)CSc2nnc(Cc3ccccc3Nc3c(Cl)cccc3Cl)o2)cc1	100
C#CCNc1ccc(CC2(O)C(=O)Nc3ccccc32)cc1 (configuration not stated)	90
CNCCNc1nc2ccccc2c2c(=O)c3cc(F)ccc3oc12	95
CC1CC/C(=N\N(C)C)c2ccccc21 (configuration not stated)	98
Cc1cc(C)c(C[N+](C)(C)Cc2ccccc2)c(C)c1	97
CS(=O)(=O)c1ccc(-n2cc(/C=C/C(=O)c3ccc(NC(=O)CO[N+](=O)[O-])cc3)c(-c3ccc(Br)cc3)n2)cc1	97
NNC(=O)c1ccccc1F	97
COc1cccc(NC(=O)c2sc3nc4c(cc3c2N)C(O)CCC4)c1 (configuration not stated)	-17*
Cc1ccccc1-c1cc(-c2ccc(Br)s2)[nH]c(=O)c1C#N	82
COc1cc(/C=C2\CCCCC3=C2N=C2SC(C)=CN2C3c2cc(OC)c(OC)c(OC)c2)cc(OC)c1OC (configuration not stated)	50
CO[C@@H]1[C@H](N(C)C(=O)c2ccccc2)C[C@@H]2O[C@]1(C)n1c3ccccc3c3c4c(c5c6ccccc6n2c5c31)C(=O)NC4=O	79
CC(C)C[C@H]1N[C@@]2(C(=O)Nc3ccccc32)[C@@H](c2ccc(F)cc2)[C@@H]1C(=O)c1ccc(O)cc1	90
CC/C(=N\N=C(/CC)c1cccs1)c1cccs1	91
COc1ccc(-c2cc3ccc(F)cc3c(=O)[nH]2)cc1	87
COc1ccc(-c2c(C(C)=O)c(C)n(-c3ccccc3)c2Cc2ccccc2)cc1OC	100
C/C(=N\Nc1ccc([N+](=O)[O-])cn1)c1ccccc1	98
CCC(C)(C(N)=O)c1ccccc1 (configuration not stated)	102
Cc1ccc(Nc2ccc(Nc3c(Br)cc(C)cc3Br)c3c2C(=O)c2ccccc2C3=O)c(Br)c1	111
Cc1ccc(NC(=S)NCCO)cc1	89
Cc1c(C(=O)N=Nc2c(O)[nH]c3ccc(F)cc23)oc2ccccc12	90
Cc1ccc(CO)cc1	97
C[C@H](O)[C@@H]1N[C@H]2N(C1=O)c1ccccc1[C@@]21CC2C(=O)N[C@@H]1C1=Nc3ccccc3CN12	87
O=C(/C=C/c1ccc(Cl)cc1)c1nc2ccccc2n1Cc1ccc(F)cc1	-2.6*
COC(=O)CC[C@@H](C)[C@H]1CC[C@H]2[C@@H]3CC[C@@H]4C[C@@H](OCCC#N)CC[C@]4(C)[C@H]3CC[C@]12C	97
COc1cc(NS(=O)(=O)c2ccc(-c3cnc(C4CC4)o3)cc2)ccc1F	1.9*
O=c1oc2cc(OS(=O)(=O)c3ccc(F)cc3)ccc2c2c1CCCCC2	61
O=C(O)c1ccc(N2C(=O)/C(=C/C3=Cc4ccccc4OC3)SC2=S)cc1	103
CCCCOc1nc2c(C)cccc2cc1C(c1c(O)c2ccccc2oc1=O)c1cn(CCCC)c2ccccc12 (configuration not stated)	91
COc1cc2ncnc(-n3ncc4cc(NC(=O)Nc5ccc(Cl)c(Cl)c5)ccc43)c2cc1OC	15
NNC(=O)CN1CCN(c2cc3c(cc2F)c(=O)c(C(=O)O)cn3C2CC2)CC1	79
S=C=NP1(N=C=S)=NP(N=C=S)(N=C=S)=NP(N=C=S)(N=C=S)=NP(N=C=S)(N=C=S)=N1 (configuration not stated)	61
Cc1nc2ncccc2nc1Nc1ccc(S(N)(=O)=O)cc1	98
COC(=O)Nc1ncccn1	109
CCOC(=O)[C@]1(Br)CC[C@]1(Br)C(=O)OCC	93
COc1cc2c(cc1O)CC[C@@H]1[C@@H]2CC[C@]2(C)[C@@H](NCCN(C)C)CC[C@@H]12	-68*
CCCCCCCCCCCCCCCC[N+]1([O-])CCOCC1	82
CCOP(=O)(CN=C(c1ccccc1)c1ccccc1)OCC	98
CC1=C([Se]CC(OC(=O)CC[Se]c2ccccc2)C(=O)NC(C)(C)C)C(=O)c2ccccc2C1=O (configuration not stated)	-43*
N#CC(C#N)=C1NC(c2ccccc2)=C(c2ccccc2)C(c2ccccc2Cl)=C1C#N	79
C=CCOC(=O)C(O)C=C (configuration not stated)	104
COc1ccc(-c2nnc(COc3ccc(C(=O)/C=C/c4cccs4)cc3)o2)cc1	96
O=C(/C=C/c1ccc2c(c1)OCO2)c1ccc(NC(=O)c2ccccc2CN2C(=O)c3ccccc3C2=O)cc1	88
Cc1nc2cc(NCc3cn(-c4ccc(F)c(Cl)c4)nn3)ccc2c(=O)n1-c1ccccc1	114
Nc1ncnc2c1ncn2C1OC(COP(=O)(O)CP(=O)(O)O)C(O)C1O (configuration not stated)	104
N#Cc1ccccc1/C=N/NC1=NCCN1S(=O)(=O)c1ccc(Br)cc1	97
CC(C)(C)NC(=O)CCl	104
N#C/C(=C\c1ccc(F)cc1)c1nc2ccccc2s1	95
COc1ccc(C2NNC(=S)N2)cc1O (configuration not stated)	95
CC(=O)NCc1ccccc1	105
Cn1c(O)c(N=Nc2ccc(S(N)(=O)=O)cc2)c2cc(Br)ccc21	92
C[N+](C)(C)CCNC(=O)c1ccc(OCc2ccccc2F)cc1	110
C=CC[C@]1(O)CCC2C3CCC4=CC(=O)CCC4=C3C=C[C@@]21C (some centres not stated)	85
COc1ccc(-c2cn(-c3ccc(Cl)cc3)c(=S)[nH]2)cc1OC	56
O=C1C=CC(=O)N1c1ccccn1	56
COc1cc2c(cc1OCCCCCn1c3ccccc3c3ccccc31)N=C[C@@H]1CCCN1C2=O	-47*

Other records follow.
SMILES	HL-60(TB)
Nc1ncnc2c1N=C1c3ccccc3CCC1C(c1ccc(F)cc1)N2 (configuration not stated)	141
CCOC(=O)CCCCCCCCCCCCC1C=CCC1 (configuration not stated)	110
O=C(O)C(Cc1ccc(O)cc1)N1C(=O)/C(=C\c2ccc(-c3ccc(Cl)cc3)o2)SC1=S (configuration not stated)	99
Nc1nc(N)c2c(n1)CCC(S(=O)(=O)c1ccc3ccccc3c1)C2 (configuration not stated)	27
C[n+]1ccccc1/C=C/c1ccc(Cl)cc1	95
CC(=O)c1ccc2c(c1)Sc1ccccc1N2CCCN1CCN(CCO)CC1	89
COc1ccc(-n2nc(C)c3c(Oc4ccc(NC(=O)Nc5cc(C(F)(F)F)ccc5F)cc4)ncnc32)cc1	75
Brc1ccc(/C=N/Nc2ncnc3sc4c(c23)CCN(Cc2ccccc2)C4)cc1	20
CCC(C)C(NC(=O)c1ccccc1)C(=O)O (configuration not stated)	56
CCCCCc1cccnc1	105
CC(C)C1(C)C(=O)N(C)C(=O)N1Br (configuration not stated)	96
OC(CCN1CCCCC1)(c1ccccc1)C1CCCCC1 (configuration not stated)	108&113
C=C1C(=O)O[C@H]2[C@H]1CC/C(COC(=O)c1cnccn1)=C\CC[C@@]1(C)O[C@@H]21	30
N[C@@H](CO)[C@@H](O)c1ccc([N+](=O)[O-])cc1	105
CCOc1ccccc1/C=N\NC(=O)CCCCC(=O)N/N=C\c1ccccc1OCC	108
CCCCCCOC(=O)C(O)c1ccccc1 (configuration not stated)	115
CCCCc1ccc(O)c(CN(CC)CC)c1	91
O=C(Nc1cc(Cl)ccc1C(=O)O)c1cccc(C[n+]2ccccc2)c1	97
O=C(O)/C=C\C(=O)Nc1ccc(N=Nc2ccccc2)cc1	97
CCOC(=O)c1c(NCC(=O)Nc2cccc([N+](=O)[O-])c2)sc(C(C)=O)c1C	-18*
N[C@@H](Cc1ccccc1)[C@@H](O)C(=O)NCCc1ccccc1	99
Nc1ncc2ccc(F)cc2c1C#Cc1cncc(C(=O)NCCN2CCCCC2)c1	59
O=c1nccc(SCc2ccc(Cl)cc2Cl)[nH]1	90
O=[N+]([O-])c1ccc(N/N=C(\c2ccccc2)c2ccc(Cl)cc2)nc1	86
COC(=O)[C@@H]1CC[C@H](C)c2ccc(C)nc2C1	101
FC(F)(F)Oc1cccc(-c2cc(NCCCN3CCN(CCCNc4cc(-c5cccc(OC(F)(F)F)c5)nc5ccc(N6CCCC6)cc45)CC3)c3cc(N4CCCC4)ccc3n2)c1	106
Cc1ccc2ccc3ccc(C)nc3c2n1	110
COc1ccc(C2=Nn3c(nnc3-c3cc(Cl)cc(Cl)c3Cl)SC2)cc1	-32*
c1ccc2c(c1)Oc1nccnc1-n1nc(CN3CCOCC3)cc1-2	111
COc1ccc(C2=NOC(c3cnccn3)C2)cc1OC (configuration not stated)	68
Nc1ccc2[nH]cc(-c3c4ccsc4cc4[nH]c5ccc(N)cc5c34)c2c1	97
CC1=C(C)C(=O)C(N2CCN(c3ccccc3C)CC2)=CC1=O	102
CC(=O)CC(c1ccccc1)c1c(O)c2ccccc2oc1=O (configuration not stated)	111&116
Clc1cc(Cl)c(Cl)c(-c2nnc(SCc3ccncc3Br)o2)c1	89
C1CCC([PH+](C2CCCCC2)C2CCCCC2[PH+](C2CCCCC2)C2CCCCC2)CC1.O=C(C1[CH-]CCCC1)C1CCCC[N-]1.[Au] (configuration not stated)	-39*
ClC(Cl)(Cl)C(c1ccccc1)c1ccccc1	96
COc1ccc(CCN2C(=O)/C(=C/c3nc(CO)cs3)SC2=S)cc1	59
OC(COc1ccccc1)CN1CCN(c2ccc(Cl)cc2)CC1 (configuration not stated)	83
CN1CCN(Cc2ccc(NC(=O)c3[nH]ncc3Nc3ncnc4c3CCC4)cc2)CC1	-22*
COc1cc(Cn2cc3c(c2)-c2onc(CO)c2CC3)cc(OC)c1OC	78
CC(=O)OCCOC(=O)Nc1ccccc1	100
C=CCC(Cc1ccccc1)C(N)=O (configuration not stated)	88
COc1cc(-c2cc(OC)c(O)c(OC)c2)cc(OC)c1O	80
Cc1ccc(C)n1-c1ccsc1C(=O)NNC(=O)C(Cl)=C(Cl)Cl	79

The list is partial, so the mix of outcomes need not match the whole.
